# Coupling enz: counter-screen for Giardia aldolase inhibitors: coupling enzyme system. AID 2472. coupling enzyme system counterscreen, AmpLite Red fluorescence. 290,000 compounds, 0.67% hits. activity change, negative = inhibition, % at 58.2 µM, hits read low; in the data active = activity change below about -30%; note: % is set by controls: 0 for no effect and ±100 for the full control effect
#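 Counterscreen of the coupled detection system alone, without aldolase: glyceraldehyde-3-phosphate coupling enzymes plus AmpLite Red readout. Compounds at 57.5 uM final, 10 min RT preincubation, 20 min RT reaction, fluorescence 525/598 nm.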
# TRPV1 ag: agonists of human vanilloid receptor 1 (TRPV1); TRPV1-expressing cells, Fluo-8 calcium influx, agonist mode; activation, % at 8.33 µM; 320,000 compounds, 0.19% hits; Q8NER1; in the data active = activation above about 80%; inconclusive = between about 30% and that limit; note: 0% is about no effect
#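 Cells expressing TRPV1 were dye-loaded with Fluo-8 and read kinetically: 10 s baseline, 3 min after compound (agonist portion), then 2 min after EC20 capsaicin (allosteric enhancer portion). Calcium-bound dye fluorescence at 480/520 nm.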
# Menin MLL FP TR: menin-MLL binding inhibition, Texas Red mutant peptide | 270,000 compounds, 0.23% hits | Potency, µM (series often up to 61.6 µM), for inactives: top-dose FP activity change, negative = inhibition, most hits filed as inhibitors | AID 1768 | Menin + Texas Red MLL mutant peptide, fluorescence polarization; active = well fitted inhibition curve with a large enough effect in the polarisation, with a control signal flat, not every such curve was filed as active; inconclusive = small, poorly fitted or top-dose-only effect, or effect the other way, or a change in a side signal; inactive = no such curve, though single readings can be large or run the other way; the % refers to the polarisation; note: potency is the fitted concentration of half-maximal effect; % of control where 0% means no effect; many of its hits are not listed in these tables
# Target sequence (O00255 whole entry, looked up): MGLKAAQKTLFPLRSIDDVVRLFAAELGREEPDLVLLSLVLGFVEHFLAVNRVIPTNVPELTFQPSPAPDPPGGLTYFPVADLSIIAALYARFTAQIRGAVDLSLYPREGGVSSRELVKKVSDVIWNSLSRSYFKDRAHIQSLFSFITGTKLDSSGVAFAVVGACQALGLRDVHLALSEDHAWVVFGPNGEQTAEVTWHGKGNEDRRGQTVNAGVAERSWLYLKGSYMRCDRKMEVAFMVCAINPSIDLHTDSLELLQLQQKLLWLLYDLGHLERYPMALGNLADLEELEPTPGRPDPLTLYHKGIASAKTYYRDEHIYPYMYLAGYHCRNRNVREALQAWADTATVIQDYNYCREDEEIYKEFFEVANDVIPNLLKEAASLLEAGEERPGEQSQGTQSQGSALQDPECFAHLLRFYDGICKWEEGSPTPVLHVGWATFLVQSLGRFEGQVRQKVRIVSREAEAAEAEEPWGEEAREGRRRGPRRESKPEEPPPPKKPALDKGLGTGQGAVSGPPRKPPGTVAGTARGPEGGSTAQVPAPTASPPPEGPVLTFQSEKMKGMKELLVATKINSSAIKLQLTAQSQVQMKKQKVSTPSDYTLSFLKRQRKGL
# Giardia killer: Giardia lamblia killing; 340,000 compounds, 0.15% hits; Giardia lamblia trophozoite viability; activity change, % at 7.66 µM, hits read low; in the data active = activity change below about -80%; inconclusive = between about -30% and that limit;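 note: parasites exposed to compound for two days anaerobically before the ATP read; % is set by controls: 0 for no effect and ±100 for the full control effect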
#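 Each well holds 100 Giardia trophozoites and compound. After two days (48 hrs) at 37 deg C in anaerobic conditions, ATP is quantified by luminescence.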
# PKM2 activator: activators of human pyruvate kinase M2. AID 1631. 260,000 compounds, 0.34% hits. P14618. Potency, µM (titrated, usually from 57.5 µM), without a hit: at the top dose activation, actives largely listed as activators. purified PKM2, Kinase-Glo ATP luminescence, activation; response scale: 0% is enzyme alone, no compound; note: potency is the fitted concentration of half-maximal effect; % is set by controls: 0 for no effect and ±100 for the full control effect; nearly all actives have a fitted effect of over 55% in size
#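 Kinase-Glo luminescence reports ATP generated from ADP (0.1 mM) and PEP (0.5 mM) by purified hPK-M2 after 1 h at room temperature, pH 7.2 imidazole buffer; intermediate enzyme activity allows detecting inhibitors and activators.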
# KCNH2 3.1 block: inhibitors of human KCNH2 3.1 potassium channel isoform | activity change, % (tested at about 1.8 µM) | U2OS KCNH2 3.1, thallium flux FluxOr; stronger effect = lower value | 340,000 compounds, 0.95% hits;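 active = maximum activity change below -70%; inconclusive = maximum activity change from -70% to -50%; inactive = maximum activity change above -50%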;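 note: thallium influx rate constant from kinetic fluorescence after stimulation buffer; % is set by controls: 0 for no effect and ±100 for the full control effect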
#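 Thallium flux read-out: FluxOr dye with Red40 quencher in HBSS/HEPES, 45 min at RT. Rate constants from kinetic reads were normalized to positive and negative DMSO controls. Cells: U2OS virally expressing the 3.1 isoform.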
# GALK inhibitor: galactokinase (human) inhibition; P51570; 270,000 compounds, 0.007% hits; Potency, µM (top dose mostly 57.5 µM), for inactives: top-dose activity change, negative = inhibition, hits mostly inhibitors; AID 1868; Purified GALK, Kinase-Glo residual ATP luminescence; note: potency is the fitted concentration of half-maximal effect; % is set by controls: 0 for no effect and ±100 for the full control effect
#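 5 nM enzyme, 35 uM ATP, 100 uM galactose, 20 mM HEPES pH8.0, 5 mM MgCl2; 1 h RT; residual ATP by Kinase-Glo Plus luminescence, qHTS format.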
# USP2a inh: inhibitors of human ubiquitin-specific protease USP2a | O75604 | USP2 core, Ub-CHOP2 coupled fluorogenic reporter, 485/531 | Potency, µM (highest dose often 38.3 µM), for the others: top-dose activity change, negative = inhibition, usual class: inhibitors | 330,000 compounds, 0.01% hits | AID 463254;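 note: potency is the fitted concentration of half-maximal effect; plate controls were DMSO wells for no effect and full inhibition by NEM control for full effect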
#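 USP2 core (10nM final) preincubated 30min RT with compound in 20mM Tris-HCl pH 8.0, 2mM CaCl2, 2mM beta-mercaptoethanol, 0.05% CHAPS; 25nM Ub-CHOP2 plus 25nM reporter substrate added, fluorescence (Ex485/Em531) read after 60min.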
# B2AR arrestin: recruits beta-arrestin to the human beta2-adrenergic receptor | Potency, µM (titrated, usually from 46.1 µM), for the others: top-dose activation, actives largely listed as activators | P07550 | AID 492947 | 330,000 compounds, 0.02% hits | beta-arrestin recruitment to beta2AR, cell-based reporter;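 note: potency is the fitted concentration of half-maximal effect; 0% = DMSO controls and full agonism = EC100 isoproterenol or metaproterenol; nearly all actives have a fitted effect of over 65% in size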
# Target sequence (P07550 whole entry, looked up): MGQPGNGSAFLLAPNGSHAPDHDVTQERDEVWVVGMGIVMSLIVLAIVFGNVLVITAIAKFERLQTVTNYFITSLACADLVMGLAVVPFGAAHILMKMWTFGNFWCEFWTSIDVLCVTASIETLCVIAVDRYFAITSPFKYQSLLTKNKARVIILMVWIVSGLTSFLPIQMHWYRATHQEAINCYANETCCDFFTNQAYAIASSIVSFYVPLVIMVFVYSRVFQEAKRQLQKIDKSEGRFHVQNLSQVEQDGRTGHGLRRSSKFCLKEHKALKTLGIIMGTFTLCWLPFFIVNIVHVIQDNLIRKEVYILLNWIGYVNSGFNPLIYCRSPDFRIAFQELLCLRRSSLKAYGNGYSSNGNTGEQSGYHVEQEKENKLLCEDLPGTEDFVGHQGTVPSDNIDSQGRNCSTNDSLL
# KCNH2 WT inh: KCNH2 (human, wildtype) channel inhibition; Q12809; U2OS, BacMam KCNH2, thallium flux FluxOr; stronger effect = lower value; activity change, % at 1.84 µM; 340,000 compounds, 0.37% hits;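 active = maximum activity change below -70%; inconclusive = maximum activity change between -70% and -50%; inactive = maximum activity change above -50%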; note: % is set by controls: 0 for no effect and ±100 for the full control effect
#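 U2OS cells transduced with wild-type KCNH2 virus are loaded with FluxOr dye for 45 min, and thallium flux is measured in kinetic reads before and after stimulation buffer. Rate constants are normalized to DMSO controls.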
# MLL CXXC-DNA inh: MLL CXXC-DNA interaction inhibition; Q03164; MLL-CXXC / FITC-HOXA9 DNA fluorescence polarization; Potency, µM (top dose mostly 115 µM), for the others: at the highest dose activity change, negative = inhibition, actives largely listed as inhibitors; 290,000 compounds, 0.037% hits; AID 2662; active = well fitted inhibition curve with a large enough effect in the polarisation, with a control signal flat, not every such curve was filed as active; inconclusive = small, poorly fitted or top-dose-only effect, or effect the other way, or a change in a side signal; inactive = no such curve, though single readings can be large or run the other way; the % refers to the polarisation; note: potency is the fitted concentration of half-maximal effect
#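 Fluorescence polarization: 7 uM MLL-CXXC (stock) preincubated 5 min with compounds, then 50 nM fluorescein-HOX-A9 DNA (stock) added; 30 min ambient. Buffer 50 mM Tris-HCl pH 7.5, 50 mM NaCl, 1 mM DTT, 0.05% BSA.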
# * marks the source's active call; other numbers are inactive results; u = inconclusive; x = not tested or not shown; & = joins results of further samples; [ ] = dose if it differs, or a comment. Unless noted, calls come from the whole dose curve; as a rule, active = well fitted curve in the direction sought with a large enough effect; inconclusive = small, poorly fitted or top-dose-only effect, or another doubt; inactive = no such curve, though single readings can be large; an effect the other way counts as inactive or inconclusive.
SMILES,Coupling enz,TRPV1 ag,Menin MLL FP TR,Giardia killer,PKM2 activator,KCNH2 3.1 block,GALK inhibitor,USP2a inh,B2AR arrestin,KCNH2 WT inh,MLL CXXC-DNA inh
NC(=O)c1ncc(C(F)(F)F)cc1Oc1cccc(C(F)(F)F)c1,4,5,7%,16,0%,x,3%,-2%,0.2%,-25,7%
CN(C(=O)CN1C(=O)/C(=C/c2ccccc2Cl)SC1=S)C1CCS(=O)(=O)C1 (stereo unspecified),-2,14,-4%,-19,x,4,6%,1%,-0.4%,-24,25%
CCc1sc(C(=O)NCc2cc(C)n(C)n2)cc1Br,0,u,3%,23,2%,31,2%,1%,0.2%,9,5%
CC(C)(C)NNC(=S)Nc1cccc(C(F)(F)F)c1,0,23,x,-10,0%,-2,4%,-1%,u,1,1%
COC(=O)[C@@]1(Cc2ccc(OC)cc2)[C@@H]2C(=CC(=O)[C@H]2CC(=O)C(=O)N2CCCC2)CN1C(=O)c1ccccc1,-4&-2,5,-12%&21%,-6,14%&17%,5,x,10%,-1.3%,0,6%
C=CCN(CC=C)S(=O)(=O)c1ccc2nc(NC(=O)C3CCCO3)sc2c1 (stereo unspecified),5,9,3%,7,-4%,-2,0%,4%,-0.2%,9,4%
CCOC(=O)CC(=O)CSc1nc2ccc(C)cc2cc1C#N,-9,2,u,-5,-39%,1,-1%,0%,11%,-6,-2%
CC1=CC2=NC(=O)CC(C)(C(=O)N(CC(=O)NC(C)C)C3CCCC3)N2C=C1 (stereo unspecified),0,-1,9%,x,-3%,x,4%,1%,0.0%,x,-4%
C=C[C@@]1(C)CCC(/C(C)=C/C=C/C(C)(C)O)C[C@@H]1C(=C)C (stereo partly specified),x,x,x,-23,x,-1,x,-3%,0.2%,-6,x
O=S(=O)(c1ccc(Cl)cc1)c1cc(O)ccc1O,2,-1,1%,2,10%[11.5 µM],21,-1%,0%,-0.8%,-14,-3%
Clc1ccc(-n2nnc(-c3cccnc3Cl)n2)cn1,0,-3,4%,-5,20%,4,1%,8%,0.1%,-1,1%
S=C(Nc1ccc(-c2nc3ccccc3[nH]2)cc1)Nc1cccnc1,-1,4,u,-28,-9%,1,-5%,-7%,0.5%,-3,23%
COc1ccccc1NS(=O)(=O)c1cc(NC(=O)C2CCC2)ccc1N1CCCCC1,0,3,x,-12,4%,0,-1%,4%,-0.2%,-48,-5%
CCN(C(=O)C12CC3CC(CC(C3)C1)C2)C1CCS(=O)(=O)C1 (stereo unspecified),x,-1,x,5,x,5,x,-1%,0.0%,-3,x
CC(Sc1nc(-c2ccccc2)cs1)C(=O)Nc1ccc(Cl)cn1 (stereo unspecified),0,21,0%,-10,9%,1,0%,-1%,-0.1%,14,5%
O=C1CCC2CCCCC2(O)O1 (stereo unspecified),3,-3,4%,12,-2%,0,2%,2%,0.3%,4,2%
CCOC(=O)NC(Nc1sc2c(c1C(N)=O)CCCC2)(C(=O)OCC)C(F)(F)F (stereo unspecified),-12,1,-8%,11,6%,11,-3%,3%,0.0%,1,6%
O=C(NCc1ccc(F)cc1)C1CC(=O)N(CCc2ccccc2)C1 (stereo unspecified),4,0,u,-9,-2%,1,-2%,1%,-1.3%,3,1%
Cc1cc(-c2n[nH]c(=S)n2Cc2ccccc2)cs1,3,0,12%,u,-12%,-8,3%,1%,-1.0%,2,-6%
O=C(/C=C\c1ccc2c(c1)OCO2)CC1(O)C(=O)Nc2ccccc21 (stereo unspecified),1,-3,x,-23,26%,-1,-3%,7%,-0.2%,-5,-11%
CCCCOC(=O)CSc1nnc(-c2ccc(Cl)cc2Cl)o1,0,2,-11%,7,2%,-8,0%,0%,0.5%,10,-3%
Cc1ccc(OCc2nc(C#N)c(N3CCCCC3)o2)cc1,4,23,x,-3,2%,1,x,0%,-0.6%,6,-5%
COc1ccc(-c2csc(NC(=O)Cc3cc(OC)c(OC)c(OC)c3)n2)cc1OC,1,1,32%[activator],0,-2%,-13,-2%,-7%,-0.1%,-19,46%[activator]
CCOC(=O)Cn1c(=O)cc(C)c2ccccc21,3,-2,-5%,5,-6%,23,0%,6%,-0.3%,x,-10%
CS(=O)(=O)c1nc(S(=O)(=O)c2ccc(Cl)cc2)c(N2CCN(CCO)CC2)s1,x,2,x,-5,x,-1,0%,3%,0.1%,10,2%
# The list goes on.
SMILES,Coupling enz,TRPV1 ag,Menin MLL FP TR,Giardia killer,PKM2 activator,KCNH2 3.1 block,GALK inhibitor,USP2a inh,B2AR arrestin,KCNH2 WT inh,MLL CXXC-DNA inh
COc1ccc(-c2nc(C#N)c(NCc3ccco3)o2)cc1,0,6,u,-14,8%,12,-2%,0%,0.2%,8,u
O=C1c2ccccc2S(=O)(=O)c2cc(C(=O)N(c3ccccn3)c3ccccn3)ccc21,5,13,-5%,23,-5%,-1,0%,4%,-0.4%,-6,2%
Cc1cccc(NC(=O)CNC(=O)c2cc(C3CC3)nn2-c2ccccc2)c1C,x,0,x,-6,x,-4,x,0%,0.2%,1,x
CC(=O)NC12CC3CC(C1)CC(C(=O)N1CCN(S(=O)(=O)c4ccccc4[N+](=O)[O-])CC1)(C3)C2,x,3,x,-14,x,3,x,1%,-0.2%,-3,x
Cc1cc(C)cc(N(CCC#N)C(=O)COC(=O)C2CCN(S(=O)(=O)c3ccc(C)c(C)c3)CC2)c1,x,-2,x,7,x,0,x,0%,-0.3%,-5,x
COc1ccc(CCn2c(C3CCCCC3)nc3c(c(=O)c4ccccc4n3C)c2=O)cc1OC,0,5,x,-9,3%,-15,-2%,2%,-0.8%,-6,31%[activator]
O=C(CSc1ccsc1[N+](=O)[O-])N1CCN(c2ccc(Cl)cc2)CC1,3,-1,u,u,0%,-3,0%,-7%,-1.6%,7,1%
COc1ccccc1OCC(O)Cn1nc(C)cc1C (stereo unspecified),-5,3,8%,7,-9%,6,4%,4%,-4.0%,8,-2%
Cc1ccc(Nc2nnc(SC(C)C(=O)NCC3CCCO3)s2)cc1C (stereo unspecified),x,0,x,-5,x,-7,x,1%,0.0%,0,x
O=C(NNC(=O)C1CC1c1ccccc1)c1cccc([N+](=O)[O-])c1 (stereo unspecified),3,-2,15%,9,0%,7,0%,2%,-0.5%,1,-5%
CC(c1ccccc1)N1C(=O)c2cccnc2C1=O (stereo unspecified),0,3,-8%,6,0%,-11,2%,2%,0.4%,-28,0%
CCc1noc(C)c1C(=O)Nc1cccc(S(=O)(=O)N(C)c2ccccc2)c1,x,7,x,-11,x,3,x,0%,-0.4%,2,x
CC(C)Oc1ccc(Cn2c(=O)sc3ccccc32)cc1,2,2,9%,-13,1%,-17,1%,0%,2.2%,-12,11%
COc1ccc(C2NC(=O)c3ccccc3O2)cc1OC (stereo unspecified),1,-6,11%,-5,3%,-1,-3%,1%,-2.0%,7,-17%
CN(c1ccccc1)S(=O)(=O)c1ccc2c(c1)oc(=O)n2C,3,1,-1%,-14,17%,-4,-4%,2%,-1.1%,0,10%
C=CCOc1ccc(/C=C2/C(=O)ON=C2C)cc1OC,3,1,-4%,3,x,8,-10%,-1%,0.3%,8,2%
O=C(CNC1=NCCC1)c1ccc(Cl)cc1,-36*,u,-14%,14,-1%,-28,3%,1%,-0.4%,6,5%
CCCCC(=O)Nc1cc(N(C)C)nc2ccccc12,2,u,-6%,13,-6%,-34,0%,1%,-0.2%,7,1%
COc1cc(/C=C(/C#N)C(=O)NCCc2c[nH]c3ccccc23)ccc1OCc1ccccc1F,x,1,u,7,-3%,14,1%,-1%,-0.1%,-7,28%
CCOc1cc2[nH]c(=O)n(CCCCC(=O)N3CCCCCC3)c(=O)c2cc1OCC,1,1,-11%,-8,2%,-4,-6%,1%,-0.3%,-5,4%
CCOC(=O)CN1CC23C=CC(O2)C(C(=O)NCc2ccc(F)cc2)C3C1=O (stereo unspecified),3,4,3%,22,-1%,2,1%,2%,-0.3%,0,6%
O=C(CSc1ccc(-c2ccccn2)nn1)c1ccc(F)cc1,-5,u,0%,1,-7%,8,3%,2%,0.2%,-1,-6%
Cc1cccc(OCc2nnc(SCC(=O)Nc3cccc(C(=O)N4CCOCC4)c3)o2)c1C,4,0,10%,4,7%,-7,1%,1%,-1.4%,1,1%
Cc1cc(OCCCC(=O)Nc2nnc(C3CC3)s2)ccc1Cl,x,1,x,-2,x,-5,x,0%,-0.2%,-5,x
CN(Cc1ccc(F)cc1)C(=O)c1cccc(OCc2ccccc2)c1,3,16,-19%,1,x,-10,0%,2%,-0.1%,-9,13%

# High-throughput results (PubChem)

# The list is partial. The share of hits here may be higher or lower than overall.
